# AMPAR-TARP mod – modulates AMPAR-stargazin complexes; HEK293 GluA2+stargazin, membrane potential dye (FDSS), glutamate EC50; hits were called plate by plate, in both directions; calls only at 30 µM; 3.5% of 40,000 active;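 active = any of four per-well response measures lying three or more SD from its plate-wide compound average, in either direction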
# AMPAR-TARP mod agonism max-min – recorded beside AMPAR-TARP mod, whose call it bears; compound max-min signal; compound-alone response (agonism);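 unitless range of fluorescence divided by baseline over first 100 seconds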
# AMPAR-TARP mod glutamate slope – recorded beside AMPAR-TARP mod, whose call it bears; glutamate slope, % of max; measured here: glutamate response slope, % max;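 scaled per plate between vehicle wells and maximal 1 mM glutamate control wells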
# Starred values were filed as active, the others as inactive; i = inactive.
SMILES,AMPAR-TARP mod,AMPAR-TARP mod agonism max-min,AMPAR-TARP mod glutamate slope
COc1ccccc1OCC(=O)N1CCCN(CCn2nc(C)cc2C)CC1,i,0.12,84
O=C/C(Cl)=C(/Cl)C(=O)O,i,0.096,58
O=C(Nc1ccon1)c1cc2cccnc2n(Cc2ccccc2)c1=O,i,0.082,51
Cc1ccc(S(=O)(=O)NC(=O)N2CC3CC(C2)c2cccc(=O)n2C3)cc1 (centres undefined),i,0.096,64
CCOc1ccc(CC(=O)N2CCN(Cc3nnnn3-c3ccc(F)c(F)c3)CC2)cc1,i,0.078,50
COc1ccc(/C=C2\Oc3cc(OC(=O)N(C)C)ccc3C2=O)cc1,i,0.16,60
COc1ccc(-n2c(C)nc3ccc(NC(=O)CC4CCCC4)cc3c2=O)cc1,i,0.11,56
CC(C)Sc1ccc(CC(=O)N2CCN(CCNC(=O)c3cccs3)CC2)cc1,i,0.13,57
COCCCn1c(N)c(C(=O)NCc2cccs2)c2nc3ccccc3nc21,i,0.17,46
Cc1cc([N+](=O)[O-])c(Cl)cc1NC(=O)c1cccnc1,i,0.14,11
Cc1ccc(C)c(Cn2cccc(C(=O)Nc3cccc(C)n3)c2=O)c1,i,0.13,75
Clc1ccccc1CN1CCNCC1,i,0.027,32
CCCOC(=O)c1c(N)n(Cc2ccco2)c2nc3ccccc3nc12,i,0.14,43
CC(C)N(CC#CCNS(=O)(=O)C(C)C)C(C)C,i,0.12,61
Cc1cc(C)n(CCN2CCCN(C(=O)COc3ccc(Cl)cc3)CC2)n1,i,0.085,94
COc1ccc(OC)c(-n2c(=S)[nH]c3ccccc3c2=O)c1,i,0.087,11
COc1ccc(CC(=O)N2CCN(Cc3nc(-c4cccs4)cs3)CC2)cc1OC,i,0.13,51
Cc1ccc(CNC(=O)c2cc3cccnc3n(Cc3ccccc3)c2=O)cc1,i,0.041,58
OC12CCCCC1C(c1ccccc1)NCC2 (centres undefined),i,0.033,55
O=C(Nc1ccc(Cl)cc1C(=O)c1ccccc1Cl)c1ccno1,i,0.086,64
Cc1cc(OCC(=O)Nc2c(C)cccc2C)c2c3c(c(=O)oc2c1)CCCC3,i,0.032,56
COc1ccc(OC)c2sc(N(CCN3CCOCC3)C(=O)COc3ccc(Cl)cc3)nc12,i,0.2,75
NCCN1CCN(c2ccccc2F)CC1,i,0.029,43
CCn1nc(C)cc1C(=O)Nc1ccc(Cl)cc1C(=O)c1ccccc1Cl,i,0.12,50
COc1ccc(OCC(=O)N2CCN(Cc3nnnn3-c3ccc(F)c(F)c3)CC2)cc1,i,0.077,74
COc1ccc(OC)c2sc(N(CCN3CCOCC3)C(=O)Cc3ccc(F)cc3)nc12,i,0.14,67
O=C(Oc1cccc2cccnc12)c1ccc(Cl)c(S(=O)(=O)N2CCCCCC2)c1,i,0.053,78
CSc1ccc(C2N(c3cc(C)on3)C(=O)C3CCCN32)cc1 (centres undefined),i,0.049,44

# 14 consecutive compounds already listed, for reference:
SMILES,AMPAR-TARP mod,AMPAR-TARP mod agonism max-min,AMPAR-TARP mod glutamate slope
Cc1cc(C)n(CCN2CCCN(C(=O)COc3ccc(Cl)cc3)CC2)n1,i,0.085,94
COc1ccc(OC)c(-n2c(=S)[nH]c3ccccc3c2=O)c1,i,0.087,11
COc1ccc(CC(=O)N2CCN(Cc3nc(-c4cccs4)cs3)CC2)cc1OC,i,0.13,51
Cc1ccc(CNC(=O)c2cc3cccnc3n(Cc3ccccc3)c2=O)cc1,i,0.041,58
OC12CCCCC1C(c1ccccc1)NCC2 (centres undefined),i,0.033,55
O=C(Nc1ccc(Cl)cc1C(=O)c1ccccc1Cl)c1ccno1,i,0.086,64
Cc1cc(OCC(=O)Nc2c(C)cccc2C)c2c3c(c(=O)oc2c1)CCCC3,i,0.032,56
COc1ccc(OC)c2sc(N(CCN3CCOCC3)C(=O)COc3ccc(Cl)cc3)nc12,i,0.2,75
NCCN1CCN(c2ccccc2F)CC1,i,0.029,43
CCn1nc(C)cc1C(=O)Nc1ccc(Cl)cc1C(=O)c1ccccc1Cl,i,0.12,50
COc1ccc(OCC(=O)N2CCN(Cc3nnnn3-c3ccc(F)c(F)c3)CC2)cc1,i,0.077,74
COc1ccc(OC)c2sc(N(CCN3CCOCC3)C(=O)Cc3ccc(F)cc3)nc12,i,0.14,67
O=C(Oc1cccc2cccnc12)c1ccc(Cl)c(S(=O)(=O)N2CCCCCC2)c1,i,0.053,78
CSc1ccc(C2N(c3cc(C)on3)C(=O)C3CCCN32)cc1 (centres undefined),i,0.049,44

# High-throughput results deposited in PubChem by Vanderbilt High Throughput Screening Facility.

# This is a subset, so the mix of outcomes need not match the whole.
